Assay outcomes as filed in PubChem BioAssay.
CHO-K1 Ca PAM: nonselective activator or artifact in parental CHO-K1 calcium assay; ATP EC20, Fluo-8 calcium fluorescence; 0% at ATP EC20, 100% at ATP max; activation, % at 3 µM; actives 0.02% (n = 360,000);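 active = activation above the run cutoff, the mean activation of all test compounds plus 3 SD, cut at about 40% in these data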;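 note: peak over basal fluorescence ratio in a 140 s read after ATP addition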
CHO-K1 Ca antag: nonselective inhibitor or artifact in parental CHO-K1 cells; AID 602250; actives 0.6% (n = 360,000); ATP-induced calcium, Fluo-8 fluorescence; inhibition, % at 3 µM;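 active = inhibition above a per-plate cutoff, the plate's mean sample inhibition plus 3 SD, cut at about 24% in these data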;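 note: 0% = DMSO plus EC80 ATP and 100% = DMSO alone without ATP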
CHO parental Ca: counter-screen: ATP calcium response change in parental CHO cells | inhibition, % at 5.6 µM | AID 463079 | actives 0.63% (n = 330,000) | parental CHO-K1, ATP-induced calcium, Fluo-8 fluorescence;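 active = inhibition above that plate's mean sample inhibition plus 3 SD, cut at about 26% in these data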;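 note: 0% = ATP-challenged DMSO wells and 100% = DMSO wells without ATP; some compounds past the cut are filed as inactive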
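Material: parental CHO cells / Compound: single nominal dose of 5.6 µM per compound / Signal: Fluo-8 fluorescence / Replicates: singlicate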
M1 antag: blocks human M1 muscarinic receptor. CHO-K1 hM1, Fluo-8 calcium fluorescence, ACh EC80 antagonist. P11229. actives 1.3% (n = 360,000). inhibition, % at 3 µM;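 active = percent inhibition above its own plate's cutoff, namely the mean of that plate's compound wells plus 3 SD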;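 note: peak over basal fluorescence ratio during 140 s after agonist addition; 0% = ACh EC80 plus DMSO and 100% = DMSO alone without agonist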
Target sequence (P11229 whole entry, looked up): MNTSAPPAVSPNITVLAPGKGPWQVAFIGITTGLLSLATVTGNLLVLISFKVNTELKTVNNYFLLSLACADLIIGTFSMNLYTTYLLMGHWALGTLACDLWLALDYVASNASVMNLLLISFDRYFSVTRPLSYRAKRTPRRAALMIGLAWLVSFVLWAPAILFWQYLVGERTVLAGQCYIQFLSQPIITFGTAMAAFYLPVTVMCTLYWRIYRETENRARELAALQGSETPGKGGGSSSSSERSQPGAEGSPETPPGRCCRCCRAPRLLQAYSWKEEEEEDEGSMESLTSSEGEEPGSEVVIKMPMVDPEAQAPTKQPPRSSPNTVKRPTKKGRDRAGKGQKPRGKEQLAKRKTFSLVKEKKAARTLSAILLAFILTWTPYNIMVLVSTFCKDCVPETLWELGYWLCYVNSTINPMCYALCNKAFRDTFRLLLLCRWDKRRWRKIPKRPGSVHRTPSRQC
CHRM1 agonist: human M1 muscarinic receptor agonism | P11229 | CHO-K1 hM1, Fluo-8 calcium fluorescence, agonist mode; 0% DMSO, 100% acetylcholine EC100 | activation, % at 3 µM | actives 0.33% (n = 360,000);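 active = activation above the run's mean compound activation plus 3 SD, cut at about 16% in these data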;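 note: peak over basal fluorescence ratio within a 140 s kinetic read after compound addition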
TAAR1 antagonist: antagonists of human TAAR1. inhibition, % at 3 µM. CHO RD-HGA16 TAAR1, Fluo-8 calcium fluorescence, antagonist. actives 1.5% (n = 360,000). AID 624466;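 active = inhibition above a per-plate cutoff, the mean inhibition of test compounds on that plate plus 3 SD, cut at about 49% in these data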;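 note: 0% = DMSO plus EC80 beta-PEA response and 100% = DMSO alone without agonist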
Target sequence (Q96RJ0 whole entry, looked up): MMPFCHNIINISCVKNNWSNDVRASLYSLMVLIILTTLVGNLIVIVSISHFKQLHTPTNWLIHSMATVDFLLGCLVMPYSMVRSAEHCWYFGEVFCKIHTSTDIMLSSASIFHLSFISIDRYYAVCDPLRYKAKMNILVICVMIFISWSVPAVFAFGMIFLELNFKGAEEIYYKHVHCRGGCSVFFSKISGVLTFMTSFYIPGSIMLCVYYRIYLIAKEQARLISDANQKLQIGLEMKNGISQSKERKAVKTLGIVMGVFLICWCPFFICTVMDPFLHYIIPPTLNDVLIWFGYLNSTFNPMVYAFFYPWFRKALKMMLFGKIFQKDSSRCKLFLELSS
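System: RD-HGA16 CHO cells with stable hTAAR1 and Gα16 | Probe or stimulus: EC80 β-phenethylamine stimulus | Dosing: 3 µM, single point | Times: Dye loading 75 min at 37 °C, then 30 min room temperature | Measured by: Fluo-8 calcium-sensitive fluorescence | Read-out basis: % inhibition of agonist calcium response | Replicates: n of 1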
M1 PAM: potentiates human M1 receptor response to acetylcholine. AID 588819. CHO-K1 hM1, Fluo-8 calcium fluorescence, ACh EC20; 0% = ACh EC20, 100% = maximal ACh. actives 0.088% (n = 360,000). activation, % at 3 µM; in the data active = activation above about 19%, passing the limit was not always enough
M1 ag parental: nonselective activator or artifact in parental CHO-K1 cells; activation, % at 3 µM; actives 0.48% (n = 360,000); AID 602248; Fluo-8 calcium fluorescence; scaled to maximal ATP response, vehicle zero; in the data active = activation above about 15%;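 note: untransfected CHO-K1 host cells lacking M1 receptor as counterscreen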
TAAR1 agonist: agonists of human TAAR1. CHO RD-HGA16 TAAR1, Fluo-8 calcium fluorescence; vehicle wells 0%, saturating PEA agonist 100%. activation, % at 3 µM. actives 0.99% (n = 360,000);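 active = activation above the mean activation of all test compounds in the run plus 3 SD, cut at about 38% in these data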
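test system = CHO RD-HGA16 cells carrying human TAAR1 plus Gα16 | schedule = 17-24 h seeding, 75 min 37 °C dye, 30 min RT | compound dosing = 3 µM single concentration | control set = DMSO and PEA EC100 | replicates = n 1 | signal = Fluo-8 fluorescence, 5 s baseline then 140 s kinetic read | measure = percent activation vs PEA EC100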
An asterisk follows results filed as active; . = no result given.

entry | Molecule | CHO-K1 Ca PAM | CHO-K1 Ca antag | CHO parental Ca | M1 antag | CHRM1 agonist | TAAR1 antagonist | M1 PAM | M1 ag parental | TAAR1 agonist
1 | O=C(NC1(O)C(=O)c2ccccc2C1=O)c1ccc(C(F)(F)F)cc1 | 5 | -8 | -14 | 11 | -1 | -31 | -4 | 1.1 | 3
2 | CC(/C=N/NC(=O)c1cc(-c2ccc(Cl)cc2)nc2ccccc12)=C\c1ccco1 | 1 | 7 | -36 | -20 | -2 | -5 | 2 | 0.0 | 1
3 | CCOC(=O)c1c(N2C(=O)CC(Sc3ccccc3C(=O)O)C2=O)sc2c1CCCC2 (stereo not given) | -16 | 19 | -17 | 5 | -10 | 1 | 0 | -1.1 | 2
4 | Cc1ccc(Nc2nc(N)nc(CC#N)n2)cc1 | -11 | 6 | -8 | 0 | -6 | -21 | 5 | -0.6 | 0
5 | Cc1ccc(Nc2nc(N)c([N+](=O)[O-])c(N3CCCC(C)C3)n2)cc1C (stereo not given) | 22 | -9 | -26 | -6 | -1 | 4 | 12 | 0.3 | 4
6 | CN(C)CCCN(C(=O)c1ccc(C(=O)c2ccccc2)cc1)c1nc2cc3c(cc2s1)OCO3 | 12 | 11 | -14 | -3 | -4 | 20 | 1 | 2.7 | 29
7 | COc1ccccc1/C=C/C(=O)OCC(=O)Nc1nnc(-c2ccccc2)o1 | 24 | -10 | . | -6 | -1 | -15 | 7 | 0.5 | -2
8 | CC(NC(=O)C1CCCN(S(=O)(=O)N2CCOCC2)C1)c1ccccc1 (stereo not given) | -11 | -3 | 14 | -8 | -1 | 7 | 12 | 0.7 | 0
9 | Nc1cc2c(cc1Br)-c1ccc(F)cc1C2=O | 11 | -23 | . | 0 | -1 | 7 | -2 | 0.7 | 0
10 | Nc1nc(SCC(=O)c2c(N)n(C3CC3)c(=O)[nH]c2=O)n[nH]1 | 23 | 1 | . | -13 | -1 | -13 | 12 | 0.3 | 4
11 | CCCCCN(C(=O)CCC(=O)OCCOc1cccc(C)c1)c1c(N)n(CCCC)c(=O)[nH]c1=O | 8 | -4 | -29 | 1 | -2 | -22 | 7 | 1.8 | 1
12 | O=C(c1ccccc1Cl)N1CCC(N2CCC(C(=O)N3CCCC3)CC2)CC1 | 16 | -10 | -4 | -1 | 0 | -6 | 14 | -0.1 | 0
13 | COc1ccc(N(Cc2cc(=O)[nH]c3ccccc23)C(=O)C(C)C)cc1 | 10 | -6 | -2 | -14 | -10 | -16 | 7 | 0.6 | 1
14 | Clc1cccc(/C=N/Nc2ncnc3ccccc23)c1 | 17 | -5 | 1 | -11 | -2 | 7 | 8 | 0.5 | 16
15 | C#CCNC(=O)C1=C[C@@H](C2CC2)C[C@@H](OCc2ccc(CO)cc2)O1 | 6 | -3 | -6 | 0 | -1 | -22 | 5 | 0.3 | 8
16 | O=C(Cc1ccc(Br)c2ccccc12)N/N=C/c1ccccn1 | 17 | 1 | -6 | -3 | -5 | 10 | 2 | 3.9 | 9
17 | O=C(O)/C=C/c1ccc(O)c(O)c1 | 16 | -13 | -5 | -20 | -1 | -12 | -1 | -0.3 | 1
18 | COc1ccc(/C=C/c2nc(N)nc(-c3ccccc3O)n2)cc1OC | 7 | -7 | -2 | 1 | -4 | 38 | -1 | 0.3 | 21
19 | S=C(Nc1ccccc1)Nc1nc2ccccc2n1CCOc1ccc(Br)cc1 | 11 | -3 | -14 | -4 | -7 | -22 | 5 | 0.1 | 2
20 | COC(=O)c1sccc1S(=O)(=O)Nc1ccc(Cl)cc1 | 2 | -14 | -17 | 10 | -2 | -1 | -7 | 5.8 | 6

Given as labelled records: entries from further up
10: Nc1nc(SCC(=O)c2c(N)n(C3CC3)c(=O)[nH]c2=O)n[nH]1
  CHO-K1 Ca PAM = 23; CHO-K1 Ca antag = 1; CHO parental Ca = .; M1 antag = -13; CHRM1 agonist = -1; TAAR1 antagonist = -13; M1 PAM = 12; M1 ag parental = 0.3; TAAR1 agonist = 4
3: CCOC(=O)c1c(N2C(=O)CC(Sc3ccccc3C(=O)O)C2=O)sc2c1CCCC2 (stereo not given)
  CHO-K1 Ca PAM = -16; CHO-K1 Ca antag = 19; CHO parental Ca = -17; M1 antag = 5; CHRM1 agonist = -10; TAAR1 antagonist = 1; M1 PAM = 0; M1 ag parental = -1.1; TAAR1 agonist = 2

(listing goes on)
entry | Molecule | CHO-K1 Ca PAM | CHO-K1 Ca antag | CHO parental Ca | M1 antag | CHRM1 agonist | TAAR1 antagonist | M1 PAM | M1 ag parental | TAAR1 agonist
21 | CCCCn1nc(C(=O)N(C)CC(=O)Nc2cccc(F)c2)c2ccccc2c1=O | 0 | -6 | -14 | 15 | -1 | 47 | -8 | 5.2 | 13
22 | Cc1nc2cc(-c3cccc(F)c3)nn2c(C)c1CCC(=O)NC(C)CCc1ccco1 (stereo not given) | 22 | -11 | -29 | -15 | -2 | . | 10 | 2.2 | .
23 | O=S(=O)(Nc1ccc2c(c1)OCO2)c1ccc(Br)s1 | 1 | -20 | 4 | -1 | -7 | 2 | 2 | 0.5 | 10
24 | CCOc1ccc(C2CC(c3ccc(CC)cc3)Nc3nc(N)nn32)cc1 (stereo not given) | 22 | -6 | -8 | 1 | -1 | -23 | -9 | 0.4 | 10
25 | CCOc1ccc(C(=O)NCC(=O)OCC(=O)N2C(C)CCCC2C)cc1 (stereo not given) | 15 | 3 | -8 | 0 | -2 | 6 | 4 | 0.5 | 7
26 | COc1ccc(-c2ccc(=O)n(Cc3cc(=O)n4ccccc4n3)n2)cc1 | 18 | -10 | -16 | 1 | -2 | 4 | 14 | 1.4 | 12
27 | Cc1ccccc1COC(=O)CNC(=O)c1sc2ccccc2c1Cl | 0 | 4 | -6 | -1 | -4 | 11 | -2 | 11 | 3
28 | COc1ccc2nc(SCC(=O)Nc3ccc(S(=O)(=O)Nc4onc(C)c4C)cc3)[nH]c2c1 | 7 | -5 | 2 | -2 | -1 | -13 | 5 | -0.1 | 14
29 | COc1cc(OC)cc(C(=O)NCCCCCCNC(=O)c2cc(OC)cc(OC)c2)c1 | 14 | -13 | -19 | -5 | -3 | -22 | 6 | 0.2 | -1
30 | COc1ccc(OC)c(CCNC(=O)c2ccc(CS(=O)Cc3ccc(Cl)cc3)o2)c1 (stereo not given) | -4 | -10 | -29 | 10 | -4 | -5 | -9 | 3.8 | 1
31 | O=C(NNS(=O)(=O)c1ccccc1)c1ccc(F)cc1 | 16 | -12 | -13 | -18 | -6 | -4 | 9 | 2.2 | 4
32 | CCn1c(SCC(=O)NCc2ccc(C)cc2)nnc1-c1ccncc1 | 13 | -21 | -4 | -9 | -3 | -3 | 4 | -0.1 | 3
33 | COc1cccc(-c2cccc(NC(=O)C3CCN(Cc4ccc(CO)o4)CC3)c2)c1 | -13 | 10 | -9 | -11 | -6 | -16 | -1 | 0.7 | 0
34 | CC1(C(=O)NS(=O)(=O)c2cccc(Cl)c2)CCN1C(=O)Cc1ccccc1 (stereo not given) | 4 | 4 | . | -6 | 0 | -3 | 4 | 5.2 | 1
35 | CC(=O)c1cnc2cc(C)nn2c1C | 20 | -10 | -7 | -8 | -2 | -24 | 12 | 0.6 | 2
36 | Cc1ccc2nc(SC(C)C(=O)NCc3ccco3)[nH]c2c1 (stereo not given) | 6 | -2 | -20 | -5 | -4 | -14 | 10 | 0.0 | 4
37 | Cc1cnccc1CN(C)Cc1cn(C)nc1-c1ccc(Oc2ccccc2)cc1 | 15 | -2 | -28 | 1 | -12 | 16 | 1 | 4.3 | 5
38 | CCN1CCCC1CNCc1ccc(OCc2ccc(Cl)nc2)c(OC)c1 (stereo not given) | 6 | -6 | -1 | 2 | -7 | -2 | -2 | 1.1 | -1
39 | Cc1cc(NC(=O)CSc2nnc(-c3c[nH]c4ccccc34)n2C)no1 | 8 | 2 | -3 | -5 | -2 | -4 | 5 | 0.1 | 1
40 | Cc1c(NC(=O)Nc2cccc(Cl)c2)c(=O)n(-c2ccccc2)n1C | 18 | -6 | -12 | 7 | -6 | 5 | -4 | 9.8 | 11
41 | COc1ccc(N(CC(=O)N2CCCC2)S(C)(=O)=O)cc1 | -16 | 8 | -9 | -9 | -2 | 0 | 10 | 0.2 | 0
42 | CCOC(=O)N1CCN(C(=O)c2cc(OCC)c(OCC)c(OCC)c2)CC1 | -1 | 1 | -6 | -8 | 1 | -3 | 12 | -0.5 | 5
43 | Cc1c(Cl)cccc1Nc1n[nH]c(=S)s1 | -8 | -8 | . | -16 | 4 | -4 | 2 | 0.6 | 9
44 | Cc1cc(C)cc(N2CCCn3c2nc2c3c(=O)n(CC(=O)OCc3ccccc3)c(=O)n2C)c1 | 6 | -6 | -21 | -6 | -6 | . | 2 | -0.7 | .
45 | Cc1nn(-c2ccccc2Cl)c(Cl)c1/C=N/Nc1nc2ccccc2s1 | 0 | 1 | -15 | -6 | -7 | -1 | 6 | 0.3 | 2
46 | Cc1c(N=C2C=CC(=O)c3ccccc32)c(=O)n(-c2ccccc2)n1C | 14 | -17 | . | -3 | -15 | 43 | 13 | 2.4 | 37
47 | CCOc1ccc(C(=O)NC(=S)Nc2cccnc2)cc1[N+](=O)[O-] | -7 | 2 | 25 | -8 | -5 | -4 | 1 | 0.1 | 5
48 | N=c1c(C(=O)NCC2CCCO2)cc2c(=O)n3ccccc3nc2n1Cc1ccco1 (stereo not given) | 4 | 1 | -10 | -5 | -12 | 4 | 6 | -0.1 | 0
49 | CC(=O)Nc1ccc(S(=O)(=O)NCCSc2ccccn2)cc1 | 21 | 7 | -10 | -19 | -3 | 10 | 5 | 0.8 | 9
50 | COC(=O)c1cc(S(=O)(=O)N(C)C2CCCCC2)c[nH]1 | -8 | 3 | -1 | -6 | -1 | -17 | 4 | 0.7 | 0
51 | CC(C)C[C@@H](CN1CCC[C@H]1CN1C(=O)C(=O)NC[C@@H]1Cc1ccc(O)cc1)N1C[C@H](Cc2ccc(O)cc2)N(CC2CCCCCC2)C(=O)C1=O | 13 | -9 | . | . | . | 7 | . | 1.3 | -1
52 | O=C(NCCCCNC(=O)c1c(Cl)cccc1Cl)c1c(Cl)cccc1Cl | 5 | -10 | -11 | -14 | 3 | 3 | 15 | 0.4 | 6
53 | CC(=O)c1ccc(N2CCN(C(=O)c3ccc(C(=O)c4ccccc4)cc3)CC2)cc1 | 5 | -13 | -12 | 1 | -2 | 34 | -4 | 3.4 | 3
54 | CCc1cc2c(=O)n(CC)c(SC(C)C(=O)Nc3c(C)n(C)n(-c4ccccc4)c3=O)nc2s1 (stereo not given) | 15 | -11 | -27 | -12 | -5 | -22 | 4 | -0.8 | 2
55 | CCCSc1nnc(-c2cnn(-c3ccccc3)c2-n2cccc2)n1C | -5 | -3 | -21 | 12 | -4 | 2 | -8 | 0.9 | 10
56 | COc1cc(C(=O)N(C)CCOc2ccccc2)ccc1OCC(=O)Nc1cccc(C(F)(F)F)c1 | -24 | 2 | -12 | 15 | -2 | 45 | -4 | 7.9 | 5
57 | Clc1ccc2nc(CSc3ccccc3)cn2c1 | 12 | 4 | -10 | -2 | -10 | -17 | 5 | -0.6 | 12
58 | CCS(=O)(=O)c1ccc(-c2cccc(NC(=O)COc3ccccc3)c2)nn1 | -2 | -9 | -7 | 7 | 0 | 22 | -6 | 2.2 | 8
